Compound activity: PubChem, several laboratories
Tat transport: E. coli Tat export inhibitors, primary screen, MC4100, TorA-mCherry reporter, fluorescence, single point | inhibition, % at 10 µM | 340,000 compounds, 0.036% hits;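 active = mean replicate inhibition at least 50% and at least half of replicates individually reaching 50%; inconclusive = only one of the two criteria met; inactive = neither criterion met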;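 note: exported cargo escapes ClpAP degradation while cytoplasmic cargo is degraded and loses fluorescence; 0% = median of neutral control wells and 100% = median of NaSCN control wells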
V-ATPase pH: regulators of yeast V-ATPase proton pumping, primary screen, pHLuorin cytosolic pH fluorescence; S. cerevisiae; response, % at 10 µM; 350,000 compounds, 0.37% hits; in the data active = response mostly above about 7.3%, no sharp cut-off; inactive = mostly below about 5.4%; note: actives read high; inactives centre near 0; some compounds called inactive have numbers as strong as hits; reference of the scale not given here
cardiac RTF act: cardiac RTF calcium sensitivity activators, primary screen, biochemical, IANBD-TnC fluorescence, EC20 calcium; IANBD-labeled TnC RTF fluorescence at EC20 calcium; 0% EC20 calcium, 100% full calcium; 340,000 compounds, 0.24% hits; Troponin I, cardiac muscle (Homo sapiens) + Troponin T, cardiac muscle (Homo sapiens) + …; AID 493008, 2010; activation, % at 7.2 µM;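 active = activation above the mean over all tested compounds plus 3 SD, cut at about 30% in these data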;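 note: rise in fluorescence read as greater calcium sensitivity of cardiac thin filaments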
CAL PDZ FP-1: untagged CAL PDZ binding inhibitors, primary screen, biochemical, fluorescence polarization, HTS; Golgi-associated PDZ and coiled-coil motif-containing protein (Homo sapiens), Q9HD26; purified CAL PDZ, TMR-peptide fluorescence polarization, 1 h; inhibition, % at 24.9 µM; 300,000 compounds, 0.92% hits; AID 602252, 2012;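 active = mean inhibition of at least 30% with at least half of replicates also reaching 30%; inconclusive = no clear call, values can overlap the other calls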;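 note: 0% = DMSO neutral control and 100% = excess unlabeled competitor peptide PRC23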
Wnt bcat act: Wnt/beta-catenin pathway activators, primary screen, cell-based, plate reader, single point. AID 743398, 2014. Wnt/beta-catenin reporter cell assay, activator. 300,000 compounds, 1.2% hits. activation, % at 9.35 µM; in the data active = activation above about 30%, passing the limit was not always enough; inconclusive = no clear call, values can overlap the other calls;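 note: 0% = neutral control wells and 100% = positive control wells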
CAL PDZ FP-2: CAL PDZ peptide-binding inhibitors, primary screen, biochemical, fluorescence polarization, Cer-tagged CAL PDZ, HTS; purified CAL PDZ, TMR-peptide fluorescence polarization, 1 h; inhibition, % at 20 µM; 330,000 compounds, 0.02% hits; AID 504414, 2011;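 active = highest replicate inhibition of at least 40%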;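 note: plate controls were DMSO neutral control wells for no effect and unlabeled competitor peptide control wells for full effect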
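Material: tagged CAL PDZ domain; buffer or medium: 25 mM sodium phosphate pH 7.4, 150 mM NaCl, TCEP, IgG, Thesit; compound dosing: single point, 20 µM; schedule: 1 h incubation at room temperature before polarization reading; measured by: FP readout, S and P plane fluorescence; read-out basis: percent inhibition from loss of millipolarization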
CDK5 p35 inh: inhibitors of human CDK5/p35 kinase, primary screen, biochemical, single concentration. inhibition, % at 10 µM. 330,000 compounds, 0.01% hits. Recombinant CDK5/p35, ADP-Glo luminescence, 60 min;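 active = highest replicate inhibition of at least 50% and at least 75% of replicates reaching 50%; inconclusive = only one of the two criteria met; inactive = both criteria failed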;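 note: plate controls were DMSO neutral control for no effect and GW8510 at 10 µM for full effect; many of its hits are not listed in these tables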
Target sequence (Q00535 whole entry, looked up): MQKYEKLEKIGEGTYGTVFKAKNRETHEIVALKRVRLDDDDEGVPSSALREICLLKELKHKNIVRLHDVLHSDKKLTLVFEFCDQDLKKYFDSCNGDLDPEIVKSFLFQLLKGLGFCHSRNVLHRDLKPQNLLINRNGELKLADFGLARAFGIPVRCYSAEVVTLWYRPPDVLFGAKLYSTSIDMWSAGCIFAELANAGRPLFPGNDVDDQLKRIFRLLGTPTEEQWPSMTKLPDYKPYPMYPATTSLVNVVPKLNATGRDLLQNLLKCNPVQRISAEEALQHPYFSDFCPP
Target sequence (Q15078 whole entry, looked up): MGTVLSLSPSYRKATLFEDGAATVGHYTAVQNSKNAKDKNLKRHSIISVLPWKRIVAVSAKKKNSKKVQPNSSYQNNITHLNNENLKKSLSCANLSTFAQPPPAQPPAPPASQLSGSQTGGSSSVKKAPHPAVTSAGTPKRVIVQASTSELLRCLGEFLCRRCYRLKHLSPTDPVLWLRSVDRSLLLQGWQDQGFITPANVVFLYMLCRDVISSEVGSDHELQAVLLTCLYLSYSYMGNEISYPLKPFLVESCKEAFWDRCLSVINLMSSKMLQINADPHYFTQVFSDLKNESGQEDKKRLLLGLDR
dFosB act: activators of delta FosB homodimer, primary screen, biochemical, fluorescence polarization, TAMRA-CDK5 oligo, single point; Protein FosB (Mus musculus), P13346; purified delta FosB; percent of positive-control signal above neutral wells; activation, % at 25 µM; 340,000 compounds, 0.99% hits;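 active = mean activation above about 17%, with every replicate also reaching it, limit read from the data, passing the limit was not always enough; inconclusive = only one of the two conditions met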;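 note: fluorescence polarization rise as delta FosB binds a TAMRA Cdk5 AP-1 oligo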
Target sequence (P13346 whole entry, looked up): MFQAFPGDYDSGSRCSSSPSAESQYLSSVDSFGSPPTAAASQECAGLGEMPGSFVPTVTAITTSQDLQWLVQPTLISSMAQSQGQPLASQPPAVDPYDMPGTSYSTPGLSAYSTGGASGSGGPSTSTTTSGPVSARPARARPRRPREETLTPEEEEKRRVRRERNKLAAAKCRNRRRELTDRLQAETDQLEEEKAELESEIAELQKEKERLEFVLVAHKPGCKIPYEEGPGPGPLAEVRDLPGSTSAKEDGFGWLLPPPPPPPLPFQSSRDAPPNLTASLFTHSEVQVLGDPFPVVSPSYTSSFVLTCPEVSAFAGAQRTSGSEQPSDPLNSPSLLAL
MITF TRPM1 HTS: activators of MITF-driven TRPM1 promoter reporter, primary screen, cell-based, SK-MEL-5, luciferase, single point | SK-MEL-5 TRPM1-promoter luciferase, 24 h; % of positive control, neutral wells = 0 | activation, % at 12.5 µM | 300,000 compounds, 0.75% hits | AID 588334, 2011;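 active = mean activation of at least 80% with every replicate also reaching 80%; inconclusive = mean reaches 80% but some replicate falls short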;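 note: 0% = neutral control wells and 100% = parthenolide positive control wells; values of inactives mirror those of a sister screen read the other way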
Rtt109 Vps75: inhibitors of C. albicans Rtt109/Vps75 HAT, primary screen, biochemical, ThioGlo CoA-SH fluorescence, plate reader; Histone acetyltransferase RTT109 (Candida albicans (strain SC5314 / ATCC MYA-2876)), …; purified Rtt109/Vps75, 4 h; inhibition, % at 34.9 µM; 330,000 compounds, 0.16% hits;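 active = inhibition of at least 50% in every replicate; inconclusive = best replicate reaches 50% inhibition but some replicates fall short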
The depositor's hits bear a star; ? = inconclusive; . = not tested or not shown; & = joins results of further samples. Outcome played no part in choosing rows; any-hit rate near 4.1%.

entry	SMILES	Tat transport	V-ATPase pH	cardiac RTF act	CAL PDZ FP-1	Wnt bcat act
1	COc1ccc(C(=O)C2CCCN(Cc3ccc(Sc4nncn4C)o3)C2)cc1F (stereo unspecified)	-6	1	.	5	-2
2	C/C(=N\NC(=O)CNc1ccc(F)cc1)c1cc2ccccc2o1	-8	6	-4	4	-2
3	O=C(Nc1cc(Cl)ccc1-n1cncn1)c1ccc([N+](=O)[O-])o1	-7	2	3	8	14
4	COc1ccccc1C=NNC(=O)C(=O)NN=Cc1ccccc1OC	-9	-4	-1	1	-5
5	COc1ccccc1NC(=O)c1ccc2nc(-c3ccccc3)c(-c3ccccc3)nc2c1	2	-1	-2	-8	0
6	CCCN(CCC)C(=O)c1cn(CC)c2ccc(S(=O)(=O)N3CCCCC3)cc2c1=O	-4	-4	-4	6	0
7	CCC(=O)Nc1ccc(C(=O)NNC(=O)c2ccc(C)cc2)cc1	-1	0	-5	-8	3
8	CN(C)CC1(C)Cc2ccsc2C1O (stereo unspecified)	-3	1	1	-7	-4
9	CN(C)CCCN(C(=O)COc1ccccc1)c1nc2ccc(Cl)cc2s1	4	3	0	-1	-1
10	COc1ccccc1OCc1nc(C#N)c(N2CCCC2)o1	-6	2	2	-7	-1

entry	CAL PDZ FP-2	CDK5 p35 inh	dFosB act	MITF TRPM1 HTS	Rtt109 Vps75
1	-1.0	0.2	-2	-5	-4
2	-0.2	-1.0	-13	-13	10
3	-2.1	0.2	-5	-53	1
4	-0.1	-1.2	0	0	0
5	-0.6	-0.5	-8	14	3
6	-0.8	-0.3	-7	5	10
7	-1.5	-1.1	7	.	-2
8	-0.3	0.5	1	1	6
9	-3.0	-3.8	-46	-3	0
10	-3.1	-1.2	2	10	5

Continued:
entry	SMILES	Tat transport	V-ATPase pH	cardiac RTF act	CAL PDZ FP-1	Wnt bcat act
11	C#CCOCCOCCOCCNc1nc(N2CCN(C(=O)Cn3cc(CCCN=C(N)N)nn3)CC2)nc(N2CCN(C(=O)[C@H](CCCCN)n3cc(CC(C)O)nn3)CC2)n1 (stereo partly specified)	11	1	-1	2	0
12	CC(NS(=O)(=O)c1cccc(C(=O)NCc2ccncc2)c1)c1ccccc1 (stereo unspecified)	-4	1	0	.	0
13	O=C(Nc1ccc(Cl)cc1)c1cc(S(=O)(=O)Nc2ccccn2)ccc1Cl	7	0	-4	.	-1
14	CC(=O)c1cccc(NC(=O)C2CCCN2S(=O)(=O)c2cccc3nsnc23)c1 (stereo unspecified)	-3	-2	-2	2	-1
15	O=C(COC(=O)C1(c2ccccc2F)CCCC1)Nc1ncc(C(F)(F)F)cc1Cl	16	3	18	1	.
16	CCCN(Cc1ccc(N(C)C)cc1)CC1CC1	9	-3	-3	-1	6
17	CC1CCCN(S(=O)(=O)c2ccc3c(c2)c(=O)nc2ccccn23)C1 (stereo unspecified)	-1	0	-5	-2	-1
18	COc1ccccc1-c1c(C)nn2c(N3CCC4(CC3)OCCO4)cc(C)nc12	-5	0	2	0	.
19	Nc1cc(=O)n(Cc2ccccc2)c(=O)n1-c1ccc(Cl)cc1	0	0	5	-2	1
20	CC(=NC1CCCC1)c1c(C)[nH]n(-c2nc3ccccc3s2)c1=O	-1	-1	5	-4	23

entry	CAL PDZ FP-2	CDK5 p35 inh	dFosB act	MITF TRPM1 HTS	Rtt109 Vps75
11	-0.4	-1.0	-5	1	9
12	0.9	-3.1	-6	-4	2
13	-2.4	0.9	?	-1	-7
14	-0.1	-1.7	-2	.	2
15	-0.7	-3.7	0	6	-3
16	0.1	1.3	7	0	-2
17	-0.2	0.8	-2	.	-36
18	0.0	2.3	-4	-17	9
19	-0.4	1.5	-1	1	-2
20	-7.3	-1.6	-16	.	6

(further entries)
entry	SMILES	Tat transport	V-ATPase pH	cardiac RTF act	CAL PDZ FP-1	Wnt bcat act
21	Cc1ccc(NC(=O)NC2CCCCC2)cc1Cl	-8	-2	1	-9	.
22	CC(=O)N1CCC(O)(c2cccc(C(F)(F)F)c2)CC1	-1	-1	12	0	.
23	C[C@H]1CN[C@H](CCO)/C1=C\c1ccccc1	-11	-2	-1	-7	-2
24	Cc1ccc(CN(C)CC(=O)NC(C)c2ccccc2)cc1 (stereo unspecified)	-1	-1	-4	.	-2
25	O=C(Nc1ccc(S(=O)(=O)N2CCOCC2)cc1)C1CC1	-9	3	3	-3	0
26	CC(=O)OC1CCC2C3CCC4=C(CC(F)C(=O)C4)C3CCC12C (stereo unspecified)	12	-1	-3	.	-5
27	COc1ccc(/C=C2\CCc3ccccc3C2=O)cc1OC	3	-2	-3	-8	.
28	COc1ccc(NC(=O)CCCNC(=O)Cn2cnc3sc(C)c(C)c3c2=O)cc1Cl	4	1	0	-3	-2
29	CCC(=O)Oc1ccc(C(=O)Nc2ccccc2C(=O)NCC(C)C)cc1	9	0	-6	-5	1
30	COc1cccc(CN2CCNC(=O)C2CC(=O)N(C)CC2CCOCC2)c1OC (stereo unspecified)	-3	2	0	9	-3

entry	CAL PDZ FP-2	CDK5 p35 inh	dFosB act	MITF TRPM1 HTS	Rtt109 Vps75
21	0.6	-0.4	3	?	2
22	-2.4	-0.1	1	7	-1
23	-0.7	1.1	7	11	-1
24	-1.9	-0.8	-9	3	4
25	-0.4	-0.1	7	-5	-1
26	-0.1	-0.6	-6	1	-8
27	-2.2	-0.3	0	29	1
28	-2.3	-2.5	-3	4	-6
29	-1.6	0.8	-7	1	-18
30	-4.8	0.1	-7	2	-6

3 structures out of the list, sorted by length of the SMILES, lowest first:
entry	SMILES	Tat transport	V-ATPase pH	cardiac RTF act	CAL PDZ FP-1	Wnt bcat act
23	C[C@H]1CN[C@H](CCO)/C1=C\c1ccccc1	-11	-2	-1	-7	-2
27	COc1ccc(/C=C2\CCc3ccccc3C2=O)cc1OC	3	-2	-3	-8	.
28	COc1ccc(NC(=O)CCCNC(=O)Cn2cnc3sc(C)c(C)c3c2=O)cc1Cl	4	1	0	-3	-2

entry	CAL PDZ FP-2	CDK5 p35 inh	dFosB act	MITF TRPM1 HTS	Rtt109 Vps75
23	-0.7	1.1	7	11	-1
27	-2.2	-0.3	0	29	1
28	-2.3	-2.5	-3	4	-6

Remaining list, next part
entry	SMILES	Tat transport	V-ATPase pH	cardiac RTF act	CAL PDZ FP-1	Wnt bcat act
31	O=C(NC1CCCC1)C(c1ccc(N2CCOCC2)cc1)N(C(=O)c1ccco1)c1ccccc1F (stereo unspecified)	-8	0	-3	-3	.
32	CCCC(C)C(=O)Nc1cc([N+](=O)[O-])ccc1Cl (stereo unspecified)	-4	1	8	3	-1
33	O=C(COC(=O)c1cc(S(=O)(=O)N2CCOCC2)ccc1O)NCCc1ccccc1	2	-3	-3	1	-1&-1
34	Cc1ccsc1C(=O)OCC(=O)NC1CCCC1	11	7	1	0	30
35	Cc1ccc2[nH]c(=O)c(CN(CC3CCCO3)C(=O)c3ccncc3)cc2c1 (stereo unspecified)	0	-1	2	-4	0
36	CCOc1ccc(-c2ccc(NS(=O)(=O)c3ccc([N+](=O)[O-])cc3)cc2)nn1	-4	1	2	7	0
37	O=S(=O)(NCc1ccccc1)c1ccccc1NCCc1ccccc1	18	-1	-8	2	-4
38	COc1ccc(C(=O)Nc2ccc(S(=O)(=O)N3CCCC3)cc2)cc1	-3	0	-7	-3	-1
39	CCOc1ccc(S(=O)(=O)Nc2ccn(C)n2)cc1	8	-2	3	1	16
40	COC(=O)c1c(NC(=O)c2c(Cl)cnn2C)sc(C)c1C	2	4	3	-1	27

entry	CAL PDZ FP-2	CDK5 p35 inh	dFosB act	MITF TRPM1 HTS	Rtt109 Vps75
31	-0.1	0.8	-13	4	1
32	-0.4	1.4	0	6	.
33	.	3.6	-8	-2	-2
34	-0.4	2.3	-1	65	-3
35	.	-1.6	-4	-13	6
36	-2.1	.	-3	-8	-3
37	-0.1	0.7	3	1	11
38	-2.6	2.0	1	-6	0
39	1.0	-1.0	2	-2	-2
40	-2.7	-2.3	8	1	.

Remaining list, next part
entry	SMILES	Tat transport	V-ATPase pH	cardiac RTF act	CAL PDZ FP-1	Wnt bcat act
41	COc1ccc(S(=O)(=O)N2CCCCCC2)cc1C(=O)N(C)Cc1ccc(OC)c(OC)c1OC	5	1	-2	-3	0
42	Cc1c(C(=O)NC2CCCc3ccccc32)oc2ccc(S(=O)(=O)N3CCCC3)cc12 (stereo unspecified)	-11	0	-2	-2	-7
43	COCCNc1nc2c(c(=O)n(Cc3ccccc3F)c(=O)n2C)n1C	9	4	-6	-1	-1
44	CCOC(=O)C(CCCOc1ccccc1C)C(=O)OCC	0	3	2	-3	.
45	CC(=O)N1c2ccc(Cl)cc2C2C=CCC2C1c1cccc2ccccc12 (stereo unspecified)	2	-1	2	-1	.
46	C[C@@H]1CN([C@@H](C)CO)C(=O)c2cccc(NC(=O)Nc3ccc4c(c3)OCO4)c2O[C@H]1CN(C)S(=O)(=O)c1cn(C)cn1	-1	6	4	0	-1
47	COc1ccccc1NC(=O)[C@H](COCc1ccccc1)NC(=O)OC(C)(C)C	-1	3	-7	-3	-9
48	CC(=O)Nc1c2c(nn1-c1ccc(F)cc1)CSC2	-5	4	-2	-4	0
49	Cc1cc2ccccc2n1CCNC(=O)COc1ccc2ccccc2c1	7	3	0	0	-6
50	CCOc1ccc(C(=O)Nc2ccc(S(=O)(=O)N3CCN(C)CC3)cc2)cc1	0	-4	-5	1	5

entry	CAL PDZ FP-2	CDK5 p35 inh	dFosB act	MITF TRPM1 HTS	Rtt109 Vps75
41	-2.1	-0.4	-9	-6	-6
42	-1.4	-2.6	-7	-16	2
43	0.2	1.0	3	14	-4
44	0.0	2.9	-2	0	-4
45	-1.7	-2.2	-9	-5	0
46	-0.5	1.0	-3	6	12
47	-1.6	.	-7	-2	-3
48	-1.6	-0.1	3	-3	-5
49	0.4	-1.0	-20	0	-7
50	-2.3	0.6	-12	-8	16

Two records drawn at random from those above, as already listed:
entry	SMILES	Tat transport	V-ATPase pH	cardiac RTF act	CAL PDZ FP-1	Wnt bcat act
47	COc1ccccc1NC(=O)[C@H](COCc1ccccc1)NC(=O)OC(C)(C)C	-1	3	-7	-3	-9
44	CCOC(=O)C(CCCOc1ccccc1C)C(=O)OCC	0	3	2	-3	.

entry	CAL PDZ FP-2	CDK5 p35 inh	dFosB act	MITF TRPM1 HTS	Rtt109 Vps75
47	-1.6	.	-7	-2	-3
44	0.0	2.9	-2	0	-4
